HCMV antiviral – human cytomegalovirus inhibition. HFF cells, HCMV-luciferase reporter, 72 h; hits give low values. activity change, negative = inhibition, % at 57.5 µM. AID 1259415. actives 4.5% (n = 410,000); in the data active = activity change below about -60%; inconclusive = no clear call, values can overlap the other calls; inactive = above about -39%
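Compounds were evaluated in HFFs infected with an HCMV luciferase reporter virus (MOI 1 PFU/cell). Luciferase in lysates collected 72 h post infection served as the replication measure.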
Giardia FBPA inh – blocks Giardia fructose-bisphosphate aldolase activity. actives 0.71% (n = 290,000). Potency, µM (doses to about 59.6 µM), for inactives: at the top dose activity, negative = inhibition, usual class: inhibitors. A8B2U2. purified Giardia FBPA; also: potency is read from the fitted curve at half-maximal effect; nearly all actives have a fitted effect of over 55% in size
Target sequence (A8B2U2 whole entry, looked up): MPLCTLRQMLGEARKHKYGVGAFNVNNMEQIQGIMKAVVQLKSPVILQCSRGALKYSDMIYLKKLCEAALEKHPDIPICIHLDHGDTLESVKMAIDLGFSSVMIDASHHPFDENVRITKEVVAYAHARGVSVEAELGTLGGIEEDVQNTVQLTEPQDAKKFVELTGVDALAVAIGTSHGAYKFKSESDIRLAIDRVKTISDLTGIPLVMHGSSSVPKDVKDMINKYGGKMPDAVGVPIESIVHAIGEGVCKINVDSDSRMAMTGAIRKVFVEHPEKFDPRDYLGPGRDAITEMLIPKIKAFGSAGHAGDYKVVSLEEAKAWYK
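40 nM FBPA preincubated 10 min at RT with compound (up to 57.5 uM final), then substrate plus GAPDH/TPI/NAD/arsenate coupling and diaphorase/resazurin added. Fluorescence read after 20 min at RT, 525/598 nm.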
Sm TGR inh – inhibitors of Schistosoma mansoni thioredoxin glutathione reductase; actives 3% (n = 360,000); Potency, µM (doses to about 114 µM), without a hit: at the top dose activity change, negative = inhibition, usual class: inhibitors; purified TGR, DTNB reduction, TNB absorbance 405 nm; also: potency is read from the fitted curve at half-maximal effect; nearly all actives have a fitted effect of over 60% in size
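First, TGR (20 nM dispensed) and NADPH were mixed with compound. Second, a 15 min room-temperature incubation followed. Third, further NADPH and then DTNB were added to start the reaction. Finally, TNB absorbance was monitored kinetically.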
AmpC inh no detg – AmpC beta-lactamase inhibition without detergent; P00811; AmpC nitrocefin hydrolysis, absorbance 480 nm, 0.0001% Triton; Potency, µM (top dose mostly 57.1 µM), without a hit: top-dose activity change, negative = inhibition, actives largely listed as inhibitors; actives 0.52% (n = 330,000);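 also: potency is read from the fitted curve at half-maximal effect; plate controls were no compound for no effect and no enzyme for full effect; nearly all actives have a fitted effect of over 20% in size; some results filed as inactive show a strong effect at the top dose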
Target sequence (P00811 whole entry, looked up): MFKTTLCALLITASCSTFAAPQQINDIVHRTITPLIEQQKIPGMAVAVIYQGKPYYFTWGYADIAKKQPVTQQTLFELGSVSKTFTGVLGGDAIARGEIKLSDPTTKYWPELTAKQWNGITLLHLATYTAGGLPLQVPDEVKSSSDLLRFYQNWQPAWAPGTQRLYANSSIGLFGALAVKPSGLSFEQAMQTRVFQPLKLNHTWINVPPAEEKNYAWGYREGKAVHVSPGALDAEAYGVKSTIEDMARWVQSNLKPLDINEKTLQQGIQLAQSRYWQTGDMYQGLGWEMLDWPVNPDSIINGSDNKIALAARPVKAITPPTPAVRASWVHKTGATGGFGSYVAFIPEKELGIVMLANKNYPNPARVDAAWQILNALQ
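20 mM phosphate pH 7.0 + 0.01% (detergent screen) or 0.0001% Triton X-100; 5.3 nM AmpC reagent; cpd preinc 15 min RT; nitrocefin (800 uM stock) to start; A480 q20 s × 4 min; Activity was normalised to no-enzyme and no-compound control wells.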
HCV inhibitor – HCV inhibition | Huh7.5.1 HCVcc-Cre infection, luciferase reporter, 44 h | Potency, µM (series often up to 41.8 µM), for the others: top-dose activity change, negative = inhibition, usual class: inhibitors | actives 3.4% (n = 340,000) | AID 651820; also: potency is read from the fitted curve at half-maximal effect
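HCVcc-Cre virus at an moi near 0.5 was added right after compound to cells cultured 4 h from seeding (1,000 cells/well). Luciferase activity was determined 44 h later, 15 min after substrate addition at RT.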
AmpC detergent – inhibitors of E. coli AmpC beta-lactamase with detergent. actives 0.041% (n = 370,000). P00811. Potency, µM (series often up to 114 µM), for inactives: at the highest dose activity change, negative = inhibition, usual class: inhibitors. AmpC hydrolysis of nitrocefin, absorbance 480 nm, 0.01% Triton;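 also: potency is read from the fitted curve at half-maximal effect; 0% = no-compound wells and -100% = no-enzyme wells; nearly all actives have a fitted effect of over 25% in size; some results filed as inactive show a strong effect at the top dose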
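20 mM phosphate pH 7.0 + 0.01% (detergent screen) or 0.0001% Triton X-100; 5.3 nM AmpC reagent; cpd preinc 15 min RT; nitrocefin (800 uM stock) to start; A480 q20 s × 4 min; Activity was normalised to no-enzyme and no-compound control wells.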
* marks the source's active call; other numbers are inactive results; & = joins results of further samples; [ ] = remark or other dose. Unless noted, calls follow the shape of the dose curve; as a rule, active = well fitted curve in the direction sought with a large enough effect; inconclusive = small, poorly fitted or top-dose-only effect, or another doubt; inactive = no such curve, though single readings can be large; an effect the other way counts as inactive or inconclusive. Unless noted, % is scaled to controls: 0 for no effect and ±100 for the full control effect.

COc1ccc([N+](=O)[O-])cc1NC(=S)NC(=O)C(C)(C)C was read as HCMV antiviral -28, Giardia FBPA inh -1%, Sm TGR inh -29%, AmpC inh no detg -20%, HCV inhibitor -22% and AmpC detergent -5%.
For CN(C)S(=O)(=O)c1ccc2c(c1)N(CC(=O)NCc1ccc(F)cc1)C(=O)CS2 the results were HCMV antiviral 0, Sm TGR inh 10% and AmpC detergent 4%.
Screening COc1ccccc1NC(=O)c1ccc(NC(=O)COC(=O)c2cncc(Br)c2)cc1 returned HCMV antiviral -1, AmpC inh no detg 1% and HCV inhibitor -20%.
CC(C)N1CC=C2C(C#N)=C(N)C(C#N)(C#N)C(c3ccccc3)C2C1 (configuration not stated) was read as HCMV antiviral -8, Giardia FBPA inh inconclusive, Sm TGR inh inconclusive, AmpC inh no detg -24%, HCV inhibitor -17%&13% and AmpC detergent inconclusive.
For CCOC(=O)CSC1=NC(=O)/C(=C\c2ccc(OC(C)=O)cc2)S1 the results were HCMV antiviral 113, Giardia FBPA inh -2%, Sm TGR inh 8.9µM*, AmpC inh no detg -20%, HCV inhibitor inconclusive and AmpC detergent 1%.
For COc1ccc(N2CCN(c3cc(C)c4ccc(C)cc4n3)CC2)cc1 the results were HCMV antiviral -64*, Giardia FBPA inh 0%, Sm TGR inh -2%, AmpC inh no detg 2%, HCV inhibitor -15% and AmpC detergent 6%.
Screening CN(Cc1ccc(C(C)(C)C)cc1)C(=O)C1CCN(C(=O)Nc2ccccc2)CC1 returned HCMV antiviral -22, Sm TGR inh 0%, AmpC inh no detg 96%[activator], HCV inhibitor inconclusive and AmpC detergent inconclusive.
Screening O=C(/C=C/c1cccc([N+](=O)[O-])c1)NCCSCc1ccco1 returned HCMV antiviral -20, Giardia FBPA inh 1%, Sm TGR inh inconclusive, AmpC inh no detg -19%, HCV inhibitor 9% and AmpC detergent -1%.
Screening CC(=O)c1ccc(N2CCN(C(=O)CCCn3c(=O)[nH]c4ccsc4c3=O)CC2)cc1 returned HCMV antiviral 0&0, Giardia FBPA inh -9%, Sm TGR inh -2%&-6%, AmpC inh no detg -11%, HCV inhibitor 1% and AmpC detergent -7%&0%.
For Cn1ccnc1SCC(=O)Nc1cccc(C#N)c1 the results were HCMV antiviral -11, AmpC inh no detg -10% and HCV inhibitor -4%.
Screening COC(=O)c1cc(NCc2cccs2)ccc1N1CCOCC1 returned HCMV antiviral 33, Giardia FBPA inh inconclusive, Sm TGR inh inconclusive, AmpC inh no detg -13%, HCV inhibitor 8% and AmpC detergent 8%.
Screening Cc1ccc(-n2nc3c(N4CCC(C(=O)N(C)Cc5ccccc5)CC4)nnc(C)c3c2C)cc1 returned HCMV antiviral -5, Sm TGR inh 18% and AmpC detergent 13%.
`CCOC(=O)N1CCN(C(=O)c2cnn3ccccc23)CC1` gave HCMV antiviral 79, Giardia FBPA inh -3%, Sm TGR inh inconclusive, AmpC inh no detg -4%, HCV inhibitor 0% and AmpC detergent -2%.
CCNC(=O)C1Cc2ccccc2CN1S(=O)(=O)c1ccc(F)cc1 (configuration not stated) was read as HCMV antiviral -1, Giardia FBPA inh 4%, Sm TGR inh -5%, AmpC inh no detg -9%, HCV inhibitor 6% and AmpC detergent -3%.
Screening COc1cccc(-c2nc(CS(=O)(=O)CC(=O)N3CCc4ccccc43)c(C)o2)c1 returned HCMV antiviral 7, Giardia FBPA inh 4%, Sm TGR inh -17%, AmpC inh no detg -11%, HCV inhibitor inconclusive and AmpC detergent -5%.
Screening O=C(c1cnsn1)N1CCC(CO)(Cc2cccc(F)c2)CC1 returned HCMV antiviral -3, Giardia FBPA inh 3%, Sm TGR inh 1%, AmpC inh no detg 2%, HCV inhibitor 7% and AmpC detergent 3%.
C/C(=N\NC(=O)CSc1nc2ccccc2s1)c1ccco1 was read as HCMV antiviral 10, Giardia FBPA inh -2%, Sm TGR inh 9%, AmpC inh no detg -11%, HCV inhibitor -5% and AmpC detergent 3%.
Screening CC(O)CNCCOc1cccc(Oc2ccccc2)c1 (configuration not stated) returned HCMV antiviral 17, Giardia FBPA inh -19%, Sm TGR inh -16%, AmpC inh no detg -5%, HCV inhibitor -21% and AmpC detergent inconclusive.
For CCc1nnc(NC(=O)c2ccc(S(=O)(=O)NCC(C)C)cc2)s1 the results were HCMV antiviral 29, Giardia FBPA inh 8%, Sm TGR inh -15%, AmpC inh no detg -26%, HCV inhibitor 3% and AmpC detergent -2%.
For Cc1nc2cc(CO)ccc2n1C the results were HCMV antiviral 22, Giardia FBPA inh -11%, Sm TGR inh -3%, AmpC inh no detg -15%, HCV inhibitor 0% and AmpC detergent 3%.
Cc1ccc(O)c(N=Nc2ccc(S(=O)(=O)N3CCCC3)cc2)c1 was read as HCMV antiviral -32, Giardia FBPA inh -1%, Sm TGR inh -2%, AmpC inh no detg -1%, HCV inhibitor 7% and AmpC detergent 3%.
`Cc1occc1-c1nnc(SCC(=O)N2CCN(c3ccccc3)CC2)n1C` gave HCMV antiviral -21, Giardia FBPA inh 0%, Sm TGR inh 16%, AmpC inh no detg 3%, HCV inhibitor 6% and AmpC detergent 7%.
Screening CCOc1ccc(NC(=O)C(Cc2ccccc2)NC(=O)C2CCCCC2)cc1 (configuration not stated) returned HCMV antiviral inconclusive, Giardia FBPA inh -5%, Sm TGR inh -19%, AmpC inh no detg -17%, HCV inhibitor 18% and AmpC detergent 0%.
For CCc1ccc(CNC(=O)c2c(C)oc3ncnc(N4CCOCC4)c23)cc1 the results were HCMV antiviral -61*, Sm TGR inh 8% and AmpC detergent 6%.
For Cc1ccc(-c2cc(C(F)(F)F)nc(SCC(=O)c3cccc([N+](=O)[O-])c3)n2)cc1 the results were HCMV antiviral -34, Giardia FBPA inh -3%, Sm TGR inh 2%, AmpC inh no detg -25%, HCV inhibitor inconclusive and AmpC detergent -5%.
CC1(C)Cc2nc(Cl)c(C(N)=O)cc2CO1 was read as HCMV antiviral 13, Giardia FBPA inh 3%, Sm TGR inh 4%, AmpC inh no detg -8%, HCV inhibitor 27% and AmpC detergent 4%.
COc1ccc(-n2nc(C(N)=O)nc2-c2ccccc2)cc1 was read as HCMV antiviral 6, Giardia FBPA inh -9%, Sm TGR inh -6%, AmpC inh no detg 7%, HCV inhibitor 19% and AmpC detergent inconclusive.
Cn1c(SCC(=O)c2c(N)n(C)c(=O)n(C)c2=O)nnc1-c1ccccc1F was read as HCMV antiviral -1, Giardia FBPA inh 6%, Sm TGR inh 1%, AmpC inh no detg -2%, HCV inhibitor 16% and AmpC detergent 1%.
For Cc1noc(C)c1C(=O)OCC(=O)Nc1c(F)cccc1F the results were HCMV antiviral 72, Giardia FBPA inh 1%, Sm TGR inh 4%, AmpC inh no detg -13%, HCV inhibitor 5% and AmpC detergent -9%.
Cc1cc(=O)oc2cc(OC(C)C(=O)Nc3ccc(N4CCOCC4)cc3)ccc12 (configuration not stated) was read as HCMV antiviral 6, Giardia FBPA inh -30%, Sm TGR inh -1%, AmpC inh no detg -7%, HCV inhibitor inconclusive and AmpC detergent inconclusive.
Cc1cccc(C(=O)NC2=NC(c3ccc(Cl)cc3)CC(=O)N2)c1 (configuration not stated) was read as HCMV antiviral 2, Sm TGR inh -1% and AmpC detergent 3%.
CC(=O)NC(c1ccco1)c1cc(Cl)c2ccccc2c1O (configuration not stated) was read as HCMV antiviral 4, Sm TGR inh 63µM*, AmpC inh no detg -2% and AmpC detergent -2%.
Screening O=C(O)C1=NN(c2c(F)c(F)cc(F)c2F)C(=O)CC1 returned Giardia FBPA inh 8%, Sm TGR inh 0%, AmpC inh no detg 1%, HCV inhibitor 19% and AmpC detergent inconclusive.
Screening CCOc1ncccc1C(=O)Nc1ccc(S(=O)(=O)NC2=NCCCCC2)cc1 returned HCMV antiviral 12, Giardia FBPA inh 2%, Sm TGR inh 18%, AmpC inh no detg -13%, HCV inhibitor -20% and AmpC detergent 1%.
Screening COc1ccc(-c2nc(C(N)=O)c3[nH]c(=O)n(-c4cccc(C)c4)c3n2)c(OC)c1 returned HCMV antiviral 7, Giardia FBPA inh -9%, Sm TGR inh -18%, AmpC inh no detg 117%[activator], HCV inhibitor -1% and AmpC detergent inconclusive.
`CC1Cc2ccccc2N1C(=O)CN1CCN(S(=O)(=O)c2cccs2)CC1` (configuration not stated) gave HCMV antiviral -9, Sm TGR inh -23%, AmpC inh no detg 27%, HCV inhibitor 5% and AmpC detergent -4%.
Screening CC(OC(=O)Cn1cnc2c1c(=O)n(C)c(=O)n2C)C(=O)NCc1ccccc1 (configuration not stated) returned HCMV antiviral -11, Sm TGR inh 1%, AmpC inh no detg -13%, HCV inhibitor -19%[8.37 µM] and AmpC detergent inconclusive.
`CCOc1ccc(C(=O)N(Cc2sccc2C)C2CCS(=O)(=O)C2)cc1` (configuration not stated) gave HCMV antiviral 52, Sm TGR inh 3% and AmpC detergent -8%.
CN(C(=O)CSc1nc2ccccc2[nH]1)C1CCS(=O)(=O)C1 (configuration not stated) was read as HCMV antiviral 39, Sm TGR inh -2%, AmpC inh no detg -4%, HCV inhibitor 12% and AmpC detergent inconclusive.
Screening Cc1nc(N2CCCC2C(=O)O)c2oc3ccccc3c2n1 (configuration not stated) returned HCMV antiviral -1, Giardia FBPA inh -2%, Sm TGR inh 1%, AmpC inh no detg -11%, HCV inhibitor 12% and AmpC detergent inconclusive.
For COc1ccc(NC(=O)c2ccc(C(=O)c3ccccc3)o2)cc1 the results were HCMV antiviral 17, Giardia FBPA inh -3%, Sm TGR inh 0%, AmpC inh no detg -6%, HCV inhibitor -6% and AmpC detergent -7%.
For c1ccc(OCc2noc(CN3CC[C@@H]4CCCC[C@H]4C3)n2)cc1 the results were HCMV antiviral 0, Giardia FBPA inh 0%, Sm TGR inh 6%[57.1 µM], AmpC inh no detg 48%, HCV inhibitor -2% and AmpC detergent -4%.
Cc1cc(C)n2nc(SCC(=O)Nc3ccc(S(=O)(=O)N(C)C)cc3)nc2n1 was read as HCMV antiviral 16, Sm TGR inh -17%, AmpC inh no detg -14%, HCV inhibitor inconclusive and AmpC detergent 0%.
For O=C(CN1C(=O)c2ccccc2S1(=O)=O)Nc1cccc(S(=O)(=O)N2CCOCC2)c1 the results were HCMV antiviral -11, AmpC inh no detg -22% and HCV inhibitor 10%.

Of the compounds above, these have an NH in an aromatic ring:
Screening CC(=O)c1ccc(N2CCN(C(=O)CCCn3c(=O)[nH]c4ccsc4c3=O)CC2)cc1 returned HCMV antiviral 0&0, Giardia FBPA inh -9%, Sm TGR inh -2%&-6%, AmpC inh no detg -11%, HCV inhibitor 1% and AmpC detergent -7%&0%.
Screening COc1ccc(-c2nc(C(N)=O)c3[nH]c(=O)n(-c4cccc(C)c4)c3n2)c(OC)c1 returned HCMV antiviral 7, Giardia FBPA inh -9%, Sm TGR inh -18%, AmpC inh no detg 117%[activator], HCV inhibitor -1% and AmpC detergent inconclusive.
CN(C(=O)CSc1nc2ccccc2[nH]1)C1CCS(=O)(=O)C1 (configuration not stated) was read as HCMV antiviral 39, Sm TGR inh -2%, AmpC inh no detg -4%, HCV inhibitor 12% and AmpC detergent inconclusive.

Screening results (PubChem)
